# POLH inh = blocks human DNA polymerase eta activity; Q9Y253; recombinant Pol eta, fluorescent DNA replication assay; Potency, µM (highest dose often 114 µM), for the others: at the top dose activity change, negative = inhibition, actives largely listed as inhibitors; 1.2% of 390,000 active; AID 588591; note: potency is the fitted concentration of half-maximal effect; % is set by controls: 0 for no effect and ±100 for the full control effect
#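 Pol eta at 10 nM preincubated with compounds 15 min at room temperature; reaction started with fluorescent substrate (50 nM final) and read kinetically at 0 and 10 min.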
# BLM inh = blocks DNA unwinding by human BLM helicase; P54132; recombinant BLM DNA unwinding, fluorescence dequenching; Potency, µM (series often up to 56.1 µM), for the others: top-dose activity change, negative = inhibition, usual class: inhibitors; 0.2% of 350,000 active; AID 2528;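 note: potency is the fitted concentration of half-maximal effect; plate controls were vehicle for no effect and no enzyme for full effect; nearly all actives have a fitted effect of over 35% in size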
# Tb PGK inh = blocks T. brucei phosphoglycerate kinase | 0.043% of 380,000 active | PGK/GAPDH coupled, Kinase-Glo luminescence, 60 min | Potency, µM (highest dose often 57.5 µM), inactives show at the highest dose activity change, negative = inhibition, hits mostly inhibitors | AID 602233 | P07378; note: potency is the fitted concentration of half-maximal effect; % is set by controls: 0 for no effect and ±100 for the full control effect; nearly all actives have a fitted effect of over 60% in size
#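 Recombinant glycosomal PGK reaction used 1,3-bisphosphoglycerate generated in-well by GAPDH (100nM final) in 100mM TEA pH 7.6, 5mM MgCl2, 0.01% Tween-20. After 60 minutes at room temperature, ATP was read by Kinase-Glo Plus luminescence end-point.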
# APEX1 inh = APE1 (human) endonuclease inhibition. Potency, µM (titrated, usually from 65.8 µM), without a hit: at the highest dose activity change, negative = inhibition, usual class: inhibitors. 0.35% of 350,000 active. AID 2517. P27695. recombinant APE1, TAMRA/BHQ-2 abasic DNA cleavage fluorescence;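 note: potency is the fitted concentration of half-maximal effect; plate controls were vehicle for no effect and reference inhibitor for full effect; nearly all actives have a fitted effect of over 55% in size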
#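 Enzyme (0.75 nM final) and test compound are incubated 15 min at room temperature before adding 50 nM quenched THF abasic-site duplex. Cleavage dequenches TAMRA, followed at 525/598 nm over three reads one minute apart.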
# RXFP1 antagonist = antagonists of human relaxin receptor RXFP1. Q9HBX9. HEK293-RXFP1, relaxin-stimulated cAMP HTRF, 30 min; active compounds read low. 0.59% of 350,000 active. activity change, negative = inhibition, % at 57.5 µM;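 active = activity change of -60% or lower, but not beyond a set lower limit; inconclusive = change between -60% and -40%, or beyond the set limit; inactive = change above -40%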; note: % is set by controls: 0 for no effect and ±100 for the full control effect
# POLK inh = blocks human DNA polymerase kappa activity | purified Pol kappa, fluorescent DNA synthesis assay, 10 min | Potency, µM (series often up to 107 µM), for the others: top-dose activity, negative = inhibition, actives largely listed as inhibitors | 0.53% of 400,000 active; note: potency is the fitted concentration of half-maximal effect; % is set by controls: 0 for no effect and ±100 for the full control effect
# Target sequence (Q9UBT6 whole entry, looked up): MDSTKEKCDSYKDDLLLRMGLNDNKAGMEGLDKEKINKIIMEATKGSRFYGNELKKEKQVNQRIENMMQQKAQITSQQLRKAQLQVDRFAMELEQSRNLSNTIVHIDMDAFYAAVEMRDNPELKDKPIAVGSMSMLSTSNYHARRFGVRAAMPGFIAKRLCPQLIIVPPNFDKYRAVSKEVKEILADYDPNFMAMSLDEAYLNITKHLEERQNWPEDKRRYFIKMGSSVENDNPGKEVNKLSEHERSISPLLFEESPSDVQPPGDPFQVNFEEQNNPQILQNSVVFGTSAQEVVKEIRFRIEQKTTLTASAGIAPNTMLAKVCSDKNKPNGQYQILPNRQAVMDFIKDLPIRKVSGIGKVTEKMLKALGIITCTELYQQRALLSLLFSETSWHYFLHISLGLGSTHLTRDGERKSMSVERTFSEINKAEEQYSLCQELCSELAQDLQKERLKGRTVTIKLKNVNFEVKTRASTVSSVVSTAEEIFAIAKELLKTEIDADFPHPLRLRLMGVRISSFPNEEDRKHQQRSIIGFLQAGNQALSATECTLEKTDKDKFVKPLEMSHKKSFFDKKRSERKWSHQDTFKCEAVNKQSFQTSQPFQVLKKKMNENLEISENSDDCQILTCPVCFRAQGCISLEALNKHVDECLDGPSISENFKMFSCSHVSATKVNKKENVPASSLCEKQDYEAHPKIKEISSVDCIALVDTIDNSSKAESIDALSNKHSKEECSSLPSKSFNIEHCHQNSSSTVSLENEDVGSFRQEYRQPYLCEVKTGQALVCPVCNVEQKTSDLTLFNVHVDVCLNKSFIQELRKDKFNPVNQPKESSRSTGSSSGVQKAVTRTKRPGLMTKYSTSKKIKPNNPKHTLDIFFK
#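 Here, compound and 10 nM enzyme are combined for 15 min at room temperature; adding 50 nM substrate (final) starts DNA synthesis, tracked by fluorescence at 0 and 10 min against buffer-only wells.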
# Anesthetic bind = binds horse apoferritin like a general anesthetic; 0.074% of 350,000 active; apoferritin/1-aminoanthracene competitive binding, fluorescence; P02791; Potency, µM (highest dose often 77.5 µM), for inactives: at the top dose activity change, negative = displacement, actives largely listed as inhibitors; note: potency is the fitted concentration of half-maximal effect; % is set by controls: 0 for no effect and ±100 for the full control effect; nearly all actives have a fitted effect of over 20% in size
# Target sequence (P02791 2-175 limits assumed): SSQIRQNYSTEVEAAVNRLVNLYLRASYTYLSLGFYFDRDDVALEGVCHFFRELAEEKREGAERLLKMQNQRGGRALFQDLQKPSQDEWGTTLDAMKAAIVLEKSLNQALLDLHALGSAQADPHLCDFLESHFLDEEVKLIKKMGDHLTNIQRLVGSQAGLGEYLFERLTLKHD
#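 Steps: apoferritin (10 uM) was premixed with half-saturated 1-AMA in PBS, compounds were pin-transferred, plates stood 10 min at room temperature, fluorescence was read at 380/535 nm, and curves were fitted with a Hill equation.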
# POLI inh = DNA polymerase iota (human) inhibition. Q9UNA4. 1% of 390,000 active. Potency, µM (series often up to 115 µM), without a hit: at the highest dose activity, negative = inhibition, actives largely listed as inhibitors. Pol iota fluorescent replication assay, 10 min; note: potency is the fitted concentration of half-maximal effect
#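 Pol iota at 10 nM preincubated 15 min with compounds at room temperature; reaction started with fluorescent substrate, 50 nM final. Fluorescence read kinetically at 0 and 10 min; buffer-only wells as negative control.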
# Pol beta inh = inhibitors of human DNA polymerase beta. P06746. Pol beta primer extension/strand displacement, fluorescence kinetic. Potency, µM (titrated, usually from 114 µM), for the others: top-dose activity change, negative = inhibition, most hits filed as inhibitors. 1.3% of 340,000 active; note: potency is the fitted concentration of half-maximal effect; % is set by controls: 0 for no effect and ±100 for the full control effect
#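 Curves were derived by four-parameter Hill fits of normalized qHTS data. The kinetic fluorescent primer-extension read was taken at 0 and 10 min after 50 nM substrate, following a 15 min room-temperature preincubation of 10 nM enzyme with compounds.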
# * marks the source's active call; other numbers are inactive results; i = inactive; ? = inconclusive; . = no result given; & = joins results of further samples; [ ] = another dose, or the depositor's remark. Unless noted, calls come from the whole dose curve; as a rule, active = well fitted curve in the direction sought with a large enough effect; inconclusive = small, poorly fitted or top-dose-only effect, or another doubt; inactive = no such curve, though single readings can be large; an effect the other way counts as inactive or inconclusive. A portion of the library; count on the stated rates, not on these rows.
SMILES,POLH inh,BLM inh,Tb PGK inh,APEX1 inh,RXFP1 antagonist,POLK inh,Anesthetic bind,POLI inh,Pol beta inh
Cc1ccccc1C(=O)Nc1nnc(-c2ccncc2)o1,-12%,-6%,6%,2%,-7,-11%,-5%,166%[activator],-3%
COC(=O)COc1ccc(S(=O)(=O)N2CCN(c3ccc(OC)cc3)CC2)cc1,-9%,-6%,-4%,16%,?,0%,-7%,40%[activator],17%
COc1cc(C(=O)N/N=C/c2ccc(OC)c(CN3CCN(c4ccc(F)cc4)CC3)c2)ccc1O,-14%,-5%,0%,-5%,1,-30%,-15%,-12%,4%
CCCCCCN1CC(O)=C(c2ccccc2)C1=N,-17%,-1%,7%,-3%,-1,-11%,-11%,11%,30%
O=C(CNC(=O)c1ccncc1)N/N=C/c1cc(Br)ccc1O,-18%,-1%,-3%,6%,-6,0%,-19%,69%[activator],-1%
COc1ccccc1NC(=O)Nc1nc(CC(=O)N2CCN(c3ccccc3OC)CC2)cs1,-23%,.,0%,-15%,0,-15%,.,9%,.
O=c1c2c3nc4ccccc4nc3n(/N=C/c3cccs3)c2ncn1-c1ccccc1,.,-5%,.,12%,.,.,-5%,.,33%
O=[N+]([O-])c1cccc2c(Br)[nH]nc12,-9%[57.1 µM],6%&-9%&-3%,.,?,.,3%[60.1 µM],.,-3%[58.9 µM],11%[57.1 µM]
CCc1ccc(CNC(=O)CCc2c(C)nn(-c3ccc(N4CCCCC4)nn3)c2C)cc1,-2%,-1%,-3%,.,12,11%,0%,2%,17%
C=CCNC(=O)CN1CCC(O)(c2ccccc2)CC1,3%,-2%,i[11.5 µM],2%,12,-1%,-9%,-6%,10%
Cc1cccc(NS(=O)(=O)c2ccc(C(=O)NCC3CCCO3)cc2)c1C (stereo not given),-23%,-2%,-3%,22%,-2,-1%,-12%,-6%,19%
COc1ccc(CCNC(=O)[C@@H](NC(=O)N2CC(=O)Nc3ccccc32)C(C)C)cc1OC,-10%,2%,i,0%,-4,1%,-4%,-5%,-12%
COc1ccc(CCCc2n[nH]c(=S)o2)c(C)c1,2%,-3%,.,1%,-4,-3%,-2%,8%,-1%
O=C(Nc1cccc(F)c1)C1CCN(S(=O)(=O)c2cccc3nsnc23)CC1,11%,-3%,-2%,.,-21,-9%,-7%,-2%,12%
Cc1ccc2nc(N(Cc3cccnc3)C(=O)CCS(=O)(=O)c3ccccc3)sc2c1,-13%,-6%,i,.,10,-8%[60.1 µM],-4%,10%,21%

# Arranged by the number under POLH inh (falling): some entries from above.
Molecule,POLH inh
O=C(Nc1cccc(F)c1)C1CCN(S(=O)(=O)c2cccc3nsnc23)CC1,11%
CCc1ccc(CNC(=O)CCc2c(C)nn(-c3ccc(N4CCCCC4)nn3)c2C)cc1,-2%
Cc1ccccc1C(=O)Nc1nnc(-c2ccncc2)o1,-12%

# Going on with the list.
SMILES,POLH inh,BLM inh,Tb PGK inh,APEX1 inh,RXFP1 antagonist,POLK inh,Anesthetic bind,POLI inh,Pol beta inh
Cc1cccc(NC(=O)c2nnn(CC(=O)Nc3ccc(C(C)C)cc3)c2N)c1C,-15%,-3%,-8%,.,.,2%,1%,27%,27%
O=C(CSc1nccn1Cc1ccc(F)cc1)Nc1ccc(F)cc1F,-11%,1%,-6%,8%,1,-13%,-18%,13%,3%
Cc1cc(=O)oc2c3c(ccc12)OCN(Cc1ccccc1Cl)C3,-4%,-10%,i,.,.,4%,.,12%,0%
CCCCCCNCC(=O)N1CCC(Cc2ccccc2)CC1,-15%,4%,-5%,-5%,-29,0%,5%,79%[activator],4%
CCS(=O)(=O)c1ncc(Cl)c(C(=O)N(Cc2ccccc2)c2ccc(OC)cc2)n1,-6%,-8%,-10%,.,?,-2%,-7%,-2%,-13%
COc1ccccc1NC(=S)NNC(=O)c1cc(C)nn1C,-11%,-2%,-6%,-2%,19,-11%,-5%,26%,33%
CCNC(=S)N=Nc1c(O)[nH]c2ccc(C(C)C)cc12,-18%,-2%,i,-5%,-5,-13%,2%,19%,21%
CCc1ccc(NC(=S)N(Cc2ccc(Cl)cc2)Cc2ccc(C(=O)O)cc2)cc1,-9%,0%,-10%,-4%,-12,-17%,-15%,28%,?
Cc1ccc(C)c(S(=O)(=O)Nc2ccccc2C(=O)Nc2ccccc2N2CCOCC2)c1,-1%,-12%,-3%,-4%,4,0%,-10%,?,0%
COc1ccc(-c2cc(C(F)(F)F)nc(SCC(=O)NCc3cccs3)n2)cc1,-10%,-4%,-4%,3%,-21,1%,-6%,26%,-24%
COc1ccc(Cn2nnnc2C(c2cccs2)N2CCN(c3ccccc3)CC2)cc1 (stereo not given),-6%,-11%,.,-3%,1,2%,-14%,-9%,-1%
O=C(CC(=O)N/N=C\c1ccccc1[N+](=O)[O-])NCCc1ccccc1,-7%,2%,-7%,-11%,3,-6%,?,20%,5%
COc1cc(S(=O)(=O)N2CCCCC2)ccc1NC(=O)/C=C/c1ccccc1,-18%,-7%,-3%,-9%,0,-14%,-15%,-24%,-14%
COc1cc(-c2noc(CN3CCN(c4cccc(Cl)c4)CC3)n2)cc(OC)c1OC,-15%,-9%,i,.,.,-7%,36%[activator],7%,0%
CCC(=O)NCc1csc(-c2cccs2)n1,6%,-3%,-3%,20%,9,-10%,-1%,24%,5%
O=S(=O)(c1ccc(F)cc1)N1CCN(c2nc(-c3ccc(F)cc3)cs2)CC1,9%,3%,.,0%,-10,-4%,-16%,3%,5%
COC(=O)C(N)Cc1ccc(O)c(O)c1 (stereo not given),6%,-4%,1%,?,-9,89µM*,-11%,?,-18%
COc1ccc2c(c1)-c1ccccc1S(=O)(=O)N2C,-11%,-3%,-2%,13%,-3,-2%,-9%,-4%,12%
O=[N+]([O-])c1nn(-c2ccc(Cl)cc2)n(O)c1=NCc1ccncc1,-22%,-2%,-5%,-8%,3,-4%,-24%,28%,?
CCOc1cc(N2CCOCC2)c(OCC)cc1NC(=O)COC(=O)[C@H](Cc1c[nH]c2ccccc12)NC(C)=O,-9%,-5%,3%,14%,-5,2%,-11%,6%,10%
Cc1cccc2c(=O)cc(CSc3ccccc3NC(=O)c3cccc(Br)c3)[nH]c12,-10%,-7%,i,.,-10,-4%[60.1 µM],-5%,25%,-28%
CCCOc1ccc(CN(C(=O)c2cc(=O)c3ccc(C)cc3o2)C2CCS(=O)(=O)C2)cc1 (stereo not given),-5%,-9%,9%,.,-11,-9%,?,70%[activator],20%
COC(=O)C1CCN(C(=O)CC(NC(=O)C(F)(F)F)c2cccs2)CC1 (stereo not given),-20%,0%,-10%,7%,9,-18%,0%,49%[activator],1%
O=C(O)CSCC(=O)Nc1ccccc1SCCS(=O)(=O)c1ccc(Cl)cc1,-16%,-1%,-7%,6%,14,-1%,-10%,38%[activator],96%
O=C(Cn1c(-c2cscn2)nc2ccccc21)Nc1cc(F)ccc1F,-7%,-5%,3%,-1%,-24,-2%,-22%,-13%,30%
Cc1cccn2c(NC(=O)c3cccs3)c(-c3ccccc3)nc12,-12%,2%,-9%,1%,-1,0%,-9%,28%,9%
Oc1ccc2c(c1)c1ccccc1c1ncccc21,-17%,.,-6%,.,-11,-7%,.,2%,.
COc1ccc([N+](=O)[O-])cc1NC(=O)CSc1nccc(C)n1,-9%,-7%,-8%,-2%,-5,-2%,4%,-12%,-12%
COc1ccc(OC)c(S(=O)(=O)NC2CCCCNC2=O)c1 (stereo not given),-11%,-4%,-7%,-6%,3,-7%,13%,35%[activator],11%
COc1cc(OC)cc(C(=O)N2CCN(C(=O)c3cccnc3)CC2)c1,-19%,-2%,-2%,19%,6,7%,-3%,42%[activator],9%

# 6 entries already listed, sorted by SMILES length, high to low.
SMILES,POLH inh,BLM inh,Tb PGK inh,APEX1 inh,RXFP1 antagonist,POLK inh,Anesthetic bind,POLI inh,Pol beta inh
O=[N+]([O-])c1nn(-c2ccc(Cl)cc2)n(O)c1=NCc1ccncc1,-22%,-2%,-5%,-8%,3,-4%,-24%,28%,?
O=C(O)CSCC(=O)Nc1ccccc1SCCS(=O)(=O)c1ccc(Cl)cc1,-16%,-1%,-7%,6%,14,-1%,-10%,38%[activator],96%
COc1cc(OC)cc(C(=O)N2CCN(C(=O)c3cccnc3)CC2)c1,-19%,-2%,-2%,19%,6,7%,-3%,42%[activator],9%
COc1ccc([N+](=O)[O-])cc1NC(=O)CSc1nccc(C)n1,-9%,-7%,-8%,-2%,-5,-2%,4%,-12%,-12%
O=C(Cn1c(-c2cscn2)nc2ccccc21)Nc1cc(F)ccc1F,-7%,-5%,3%,-1%,-24,-2%,-22%,-13%,30%
COC(=O)C(N)Cc1ccc(O)c(O)c1 (stereo not given),6%,-4%,1%,?,-9,89µM*,-11%,?,-18%

# With a hit mark in POLK inh, of those listed so far:
Structure | POLH inh | BLM inh | Tb PGK inh | APEX1 inh | RXFP1 antagonist | POLK inh | Anesthetic bind | POLI inh
COC(=O)C(N)Cc1ccc(O)c(O)c1 (stereo not given) | 6% | -4% | 1% | ? | -9 | 89µM* | -11% | ?

# (further entries)
SMILES,POLH inh,BLM inh,Tb PGK inh,APEX1 inh,RXFP1 antagonist,POLK inh,Anesthetic bind,POLI inh,Pol beta inh
O=C(NCc1ccco1)c1cc(Cl)nc(Cl)c1,4%,-1%,2%,12%,6,-9%,-3%,?,-25%
O=C(CSc1nncc2ccccc12)Nc1ccccc1,2%,1%,1%,11%,-16,-9%,-17%,37%[activator],3%
COC(=O)c1cccc(NC(=O)CCc2ccccc2)c1,-12%,-4%,-6%,6%,1,-17%,-12%,12%,7%
CC(C)CC(=O)NCC(c1ccc2c(c1)OCO2)N1CCN(c2ccccc2F)CC1 (stereo not given),3%,-3%,-7%,.,-9,-1%[60.1 µM],-11%,24%,5%
COc1ccc2c(c1)CC(C(=O)NCCN1CCN(c3ccccc3F)CC1)CO2 (stereo not given),-11%,2%,i,.,-12,-12%[60.1 µM],-6%,12%,8%
CNC(=O)COc1ccc(S(=O)(=O)Nc2ccc(OC)cc2)cc1,-2%,5%,i,17%,-28,-3%,-1%,-13%,22%
